Source: PubChem BioAssay
HDAC3 inh: blocks human histone deacetylase 3 | 320,000 tested, 0.15% active | AID 2718 | inhibition, % at 8.3 µM | recombinant HDAC3, fluorogenic peptide/trypsin coupled, fluorescence | O15379; in the data active = inhibition above about 26%, passing the limit was not always enough; inconclusive = no clear call, values can overlap the other calls
Target sequence (O15379 whole entry, looked up): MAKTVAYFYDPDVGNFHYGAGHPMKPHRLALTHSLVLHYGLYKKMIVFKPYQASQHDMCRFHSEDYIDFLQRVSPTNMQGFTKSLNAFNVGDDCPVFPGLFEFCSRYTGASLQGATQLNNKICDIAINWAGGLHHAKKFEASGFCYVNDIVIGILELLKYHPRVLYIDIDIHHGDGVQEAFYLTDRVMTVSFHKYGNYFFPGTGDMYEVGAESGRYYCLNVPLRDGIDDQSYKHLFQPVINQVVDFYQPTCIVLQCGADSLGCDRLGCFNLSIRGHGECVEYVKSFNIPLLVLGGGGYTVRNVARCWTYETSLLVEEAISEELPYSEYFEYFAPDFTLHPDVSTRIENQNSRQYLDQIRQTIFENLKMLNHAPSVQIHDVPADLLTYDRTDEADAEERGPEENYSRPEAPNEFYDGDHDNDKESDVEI
ANO1 activ: activates or potentiates the mouse TMEM16A chloride channel; B-score at 10 µM; Q8BHY3; 340,000 tested, 0.3% active; HEK293 TMEM16A/YFP-H148Q/I152L, iodide quench fluorescence; active compounds read low;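 active = fluorescence-ratio B-score plate-corrected deviation score at least 3 library SD below zero, with starting fluorescence score within 5 deviations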;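 note: channel opened by trigger with iodide after compound preincubation; score built on the fluorescence ratio of max minus min over baseline; more negative score means more quench and so TMEM16A activation or potentiation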
ANO1 block: inhibitors of mouse TMEM16A calcium-activated chloride channel; Q8BHY3; HEK293 TMEM16A/YFP iodide influx fluorescence, ionomycin; normalized B-score (activity score, 25-100; higher = stronger inhibition) at 10 µM; 310,000 tested, 1.2% active;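 active = ratio plate-corrected score three or more library SD toward inhibition, starting fluorescence score within five deviations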;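 note: score derived from kinetic fluorescence span divided by baseline fluorescence per well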
KCNK3 inh: human KCNK3 channel inhibition, primary screen; B-score at 10 µM; O14649; CHO-KCNK3 thallium flux, FluxOR fluorescence; active compounds read low; 340,000 tested, 0.84% active;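 active = B-score under library mean minus 4 SD, starting fluorescence ratio at most library mean plus 5 SD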;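 note: more negative B-score means stronger inhibition of thallium flux through KCNK3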
Target sequence (O14649 whole entry, looked up): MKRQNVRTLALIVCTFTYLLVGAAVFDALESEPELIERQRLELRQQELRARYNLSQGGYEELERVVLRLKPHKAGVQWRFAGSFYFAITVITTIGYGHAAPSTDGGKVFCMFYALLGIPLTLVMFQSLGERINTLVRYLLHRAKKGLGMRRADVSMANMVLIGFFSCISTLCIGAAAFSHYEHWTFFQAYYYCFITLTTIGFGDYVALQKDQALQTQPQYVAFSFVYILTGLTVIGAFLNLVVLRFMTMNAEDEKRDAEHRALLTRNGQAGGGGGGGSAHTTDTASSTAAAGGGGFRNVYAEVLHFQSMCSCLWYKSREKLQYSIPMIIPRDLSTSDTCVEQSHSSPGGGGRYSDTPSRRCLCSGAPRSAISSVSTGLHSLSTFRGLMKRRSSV
Numbers without * were called inactive; i = inactive; ? = inconclusive. This is a subset; count on the stated rates, not on these rows.

| compound | HDAC3 inh | ANO1 activ | ANO1 block | KCNK3 inh |
| --- | --- | --- | --- | --- |
| O=S(=O)(c1cccs1)N1CCN(CC(O)COc2cc(Cl)ccc2Cl)CC1 (stereo not drawn) | 2.3 | -14.5* | 25* | i |
| S=C(Nc1cccc(Cl)c1)Nc1cccc2cnccc12 | 5.7 | i | i | i |
| Cn1c(Cn2c(=O)sc3ccccc32)nnc1SCC(=O)NCc1ccc(F)cc1 | -1.0 | i | i | i |
| C=CCOc1ccc(C2N3CC4(C)CN2CC(CCC)(C3)C4=O)cc1 (stereo not drawn) | 2.8 | i | i | i |
| CCn1c(SCC(=O)c2ccc3c(c2)OCCO3)nnc1C(C)C | 10.7 | i | i | i |
| C[C@@]12C(=O)Nc3cc(Cl)ccc3C(=O)N1[C@H]1c3cc(Br)ccc3OC[C@@H]1[C@@H]2c1ccccc1 | -0.2 | i | i | i |
| CCCCN1C(Nc2ccccc2)=NC[C@@H]1Cc1ccccc1 | 3.0 | i | i | i |
| OCC[C@H]1C[C@@H](O)[C@H](O)[C@@]2(CCc3ccccc3CO2)O1 | -3.6 | i | i | i |
| CN(C)C(CNC(=O)C1CCCN(C(=O)c2ccc(Cl)cc2)C1)c1ccco1 (stereo not drawn) | -0.9 | i | i | i |
| O=C(O)COc1ccc(/C=N/n2cnc3scc(-c4cccs4)c3c2=O)cc1 | 0.0 | i | i | i |
| CCOc1ccc(-n2c(Cc3cc(=O)[nH]c(=O)[nH]3)nnc2SCC(=O)NC2CCCC2)cc1 | -0.1 | i | i | i |
| OC(CN1CCN(c2cccc(Cl)c2)CC1)C(c1ccccc1)c1ccccc1 (stereo not drawn) | 5.6 | i | i | i |
| Cc1cccn2c(=O)c3cc(C(=O)NCC4CCCO4)c(=N)n(Cc4cccnc4)c3nc12 (stereo not drawn) | -465.9 | i | i | i |
| CC(C)CC(=O)Nc1ccc(C(=O)COc2ccc(-c3nnco3)cc2)cc1 | 5.1 | i | i | i |
| C#CCOCCOCCOCCNc1nc(N2CCN(C(=O)CCCCCCCCCCNC(=O)[C@H](CO)n3cc(CCCSC)nn3)CC2)nc(N2CCN(C(=O)CCCCCCCCCCNC(=O)[C@H](CCCN=C(N)N)n3cc(C[C@@H](C)CC)nn3)CC2)n1 | ? | -32* | 25* | i |
| Cc1ccc(-n2nnnc2SCn2nnc3ccccc3c2=O)cc1 | -1.5 | i | i | i |
| COc1ccc(Nc2cc(C)nc(N3CCOCC3)n2)cc1 | 1.7 | i | i | i |
| Cc1cc(C)c(Nc2cc(S(=O)(=O)O)c(N)c3c2C(=O)c2ccccc2C3=O)c(C)c1 | 6.1 | i | i | i |
| Clc1ccc(N2CCN(Cc3c[nH]c4ncccc34)CC2)cc1 | -0.8 | i | i | i |
| CO[C@H]1/C=C/O[C@@]2(C)Oc3c(C)c(O)c4c(O)c(c(C=NN5CCN(C)CC5)c(O)c4c3C2=O)NC(=O)/C(C)=C\C=C\[C@H](C)[C@H](O)[C@@H](C)[C@@H](O)[C@@H](C)[C@H](OC(C)=O)[C@@H]1C | 4.1 | i | i | i |
| O=C(/C=C/Nc1cccc(C(F)(F)F)c1)C(F)(F)F | -2.3 | i | i | i |
| CC(C)(C)OC(=O)COc1cc(F)ccc1[N+](=O)[O-] | 2.9 | i | i | i |
| O=[N+]([O-])c1cccc(C=Nc2cc3c(cc2Br)OCCO3)c1 | 6.8 | i | i | i |
| CO[C@@H]1[C@@H](OC(N)=O)[C@@H](O)C(Oc2ccc3c(O)c(NC(=O)c4ccc(O)c(CC=C(C)C)c4)c(=O)oc3c2C)OC1(C)C (stereo partly drawn) | 3.3 | i | i | i |
| CCCCN(CC)C(=O)C1CCC(=O)N(c2ccc(OC)cc2)C1c1ccc(OC)c(OC)c1 (stereo not drawn) | 6.2 | i | i | i |
| COc1cccc(CNC(=O)Cn2nc(-c3ccc(Cl)cc3)ccc2=O)c1 | 1.8 | i | i | i |
| Cc1ccc(C)c(S(=O)(=O)N2CCC(c3nc4c(nnn4Cc4ccc(F)cc4)c(=O)[nH]3)CC2)c1 | 9.2 | i | i | i |
| Cc1ccccc1N1C(=O)c2cc(S(N)(=O)=O)c(Cl)cc2NC1C (stereo not drawn) | -6.7 | i | i | i |
| COc1ccc(N(CC(=O)Nc2nccs2)S(=O)(=O)c2c(C)nn(C)c2C)cc1 | 3.8 | i | i | i |
| N#Cc1cc2nc(O)c(O)nc2cc1[N+](=O)[O-] | 3.4 | i | i | i |
| O=[N+]([O-])c1ccc(/C=N/NS(=O)(=O)c2ccc(Cl)cc2)o1 | 7.9 | i | i | i |
| CCOC(=O)N1CCN(S(=O)(=O)c2ccc(OCC(=O)OC)cc2)CC1 | -2.2 | i | i | i |
| CCC(=O)OCC(=O)C1(OC(=O)CC)[C@H](C)C[C@H]2[C@H]3[C@H]([C@@H](O)C[C@@]21C)[C@@]1(C)C=CC(=O)C=C1C[C@H]3Cl (stereo partly drawn) | 7.0 | i | i | i |
| COc1ccccc1/C=c1\sc2nc(-c3ccccc3OC)nn2c1=O | 3.3 | i | i | i |
| CN(C)C1=NCCN1CCC1CCCCC1 | -2.0 | i | i | i |
| CCN1C(=O)[C@@H]2[C@H](C1=O)[C@@H]1C(=O)Nc3ccccc3C(=O)N1[C@@H]2c1cccc(C)c1 | 9.6 | i | i | i |
| O=C(c1ccc2c(c1)C(=O)N(CCCO)C2=O)c1ccc2c(c1)C(=O)N(CCCO)C2=O | 2.4 | i | i | i |
| CC1(C)OC(=O)C(=NNc2ccc(O)cc2)C(=O)O1 | 2.2 | i | i | i |
| CC[C@@H]1Cc2cc(O)ccc2C2=C1c1ccc(O)cc1C[C@H]2CC | -96.4 | i | i | i |
| C#CCOCCOCCOCCNc1nc(N2CCN(C(=O)[C@H](CCCCN)n3cc(CCCC)nn3)CC2)nc(N2CCN(C(=O)[C@H](CCCCN)n3cc(CCC(=O)O)nn3)CC2)n1 | -2.3 | i | i | i |
| CCCC(=O)N(c1ccc2oc(=O)sc2c1)S(=O)(=O)c1cccs1 | 7.5 | i | i | i |
| CCn1c2ccccc2c2nnc(SCCCn3c(=O)[nH]c4ccccc43)nc21 | ? | i | i | i |
| Cn1nc(-c2ccccc2)cc1NC(=O)c1ccc(Cl)cc1 | 1.7 | i | i | i |
| OCC[C@H]1C[C@H](O)[C@@H](O)[C@@]2(CCc3ccccc3CO2)O1 | -0.5 | i | i | i |
| O=C(C1c2ccccc2Oc2ccccc21)N1CCN(c2ccc(Cl)cc2)CC1 | 0.5 | i | i | i |
| COc1cccc(-c2cc3onc(-c4ccccc4)c3c(=O)n2C)c1 | 0.6 | i | 25* | i |
| Cc1ccc(NC(=S)Nc2ccc3nc(-c4ccccn4)c(-c4ccccn4)nc3c2)cc1C | 3.5 | i | i | i |
| CN(C)C(=O)N=NC(=O)N(C)C | -10.3 | i | i | i |
| CC(=O)N1c2ccc(Cl)cc2C2C=CCC2C1c1cccc2ccccc12 (stereo not drawn) | -2.2 | i | i | i |
| Cc1cccc(N=Cc2[nH]c3ccc(Br)c(Cl)c3c2O)c1 | -3.0 | i | i | i |
| Cc1c(C#N)c2ncnc(N)c2n1-c1ccccc1 | -1.2 | i | i | i |
| O=C1OC(Nc2ccc(Br)cn2)c2ccccc21 (stereo not drawn) | -3.8 | i | i | i |
| NS(=O)(=O)c1ccc(NC(=O)CSc2nnc(COc3ccccc3Cl)n2C2CC2)cc1 | 3.0 | i | i | i |
| COc1cc(NC(=O)CN2CCN(c3ccccc3F)CC2)cc(OC)c1 | -2.5 | i | i | i |
| Cc1ccc(NC(=O)C2CCCCC2)cc1C | 0.9 | i | i | i |
| CCOc1cccc(NC(=O)c2ccc(S(=O)(=O)N(C)C)cc2)c1 | -0.4 | i | i | i |
| CN(C)C1=NCCN1CCCC1CCCC1 | 0.9 | i | i | i |
| COc1ccc(NC(=O)CN2CCN(CC(=O)Nc3ccc4c(c3)OCO4)CC2)cc1 | -6.1 | i | i | i |
| CC(C)CC(=O)Nc1ccc(-c2cn3ccsc3n2)cc1 | -7.1 | i | i | i |
| C=CCn1c(=S)[nH]c2scc(-c3ccco3)c2c1=O | 5.7 | i | i | i |

Next section
| compound | HDAC3 inh | ANO1 activ | ANO1 block | KCNK3 inh |
| --- | --- | --- | --- | --- |
| Cc1ccc(NC(=O)c2ccccc2)cc1C | 2.9 | i | i | i |
| CCCCCn1c(=O)[nH]c2cc(C(=O)NCCN3CCOCC3)ccc2c1=O | -1.6 | i | i | i |
| OCC[C@H]1C[C@@H](O)[C@H](O)[C@@]2(CCc3ccccc3O2)O1 | 2.4 | i | i | i |
| CN(C)CC/C=C1\c2ccccc2CSc2ccccc21 | 2.2 | i | i | i |
| Cc1ccccc1OCC1Cc2c(nc(N)c(C#N)c2N)O1 (stereo not drawn) | -2.5 | i | i | i |
| O=C(CCS(=O)(=O)c1ccc(Br)cc1)N1CCN(c2ccccc2)CC1 | 3.0 | i | i | i |
| O=c1c(OC2OC(CO)C(O)C(O)C2OC2OC(CO)C(O)C(O)C2O)c(-c2ccc(O)cc2)oc2cc(O)cc(O)c12 (stereo not drawn) | 3.8 | i | i | i |
| Cc1ccc(-n2ncc3c(=O)[nH]c(SC(C)C)nc32)cc1 | -3.1 | i | i | i |
| S=C(S)N1CCCC1 | -0.7 | i | 100* | i |
| Cc1c(NC(=O)Nc2ccc(Cl)c(Cl)c2)c(=O)n(-c2ccccc2)n1C | -3.6 | i | i | i |
| COc1cc(/C=C(/C#N)c2nc3ccccc3[nH]2)ccc1OCC(=O)Nc1ccccc1C | 9.5 | i | i | i |
| CCOC(=O)N1CCN(Cc2ccccc2Cl)CC1 | -1.2 | i | i | i |
| COc1ccc2nc3oc(C(=O)NC4CCN(Cc5ccccc5)CC4)cc3cc2c1 | 3.3 | i | i | i |
| CCc1ccc(NC(=O)CSc2nnc(Cn3c(=O)sc4ccccc43)n2C)cc1 | -11.3 | i | i | i |
| Cc1nnc(NC(=O)c2ccc(-c3cccc(C(F)(F)F)c3)o2)s1 | -4.8 | i | i | i |
| CN(C)c1ccc(N=Cc2ccco2)cc1 | -4.0 | i | i | i |
| CC[C@]12CCCN3CCc4c(n(c5ccccc45)C(=O)C1)[C@@H]32 | 5.6 | i | i | i |
| Cc1cccc(N(CC(=O)NCCC2=CCCCC2)S(C)(=O)=O)c1C | 0.6 | i | i | i |
| Cn1c(Cn2c(=O)sc3ccccc32)nnc1SCC(=O)N1CCc2ccccc21 | 2.6 | i | i | i |
| O=C(COC(=O)c1n[nH]c2ccccc12)NC(=O)NC1CCCC1 | 1.6 | i | i | i |
| CCn1nccc1C(=O)Nc1ccc(S(=O)(=O)NC23CC4CC(CC(C4)C2)C3)cc1 | 2.0 | i | 25* | i |
| NC(=O)c1cc([N+](=O)[O-])ccc1NCc1ccc(F)cc1 | -4.0 | i | i | i |
| O=C(/C=C/c1ccccc1)Nc1nnc(SCC(=O)c2ccc3ccccc3c2)s1 | -0.8 | i | i | i |
| O=C(OCC(=O)N1CCN(c2ccccc2)CC1)c1ccc2ncsc2c1 | -1.9 | i | i | i |
| CCN1C(=O)[C@H]2[C@@H](c3ccc(-c4cc(C(C)=O)cs4)cc3)N3CCC[C@@]3(C(=O)OC)[C@H]2C1=O | -2.4 | i | i | i |
| Oc1cc(O)c2c(c1)OC(c1ccc(O)c(O)c1)C(O)C2 (stereo not drawn) | -5.2 | i | i | i |
| O=Cc1cn(-c2ccccc2)nc1-c1ccc2c(c1)OCCO2 | 3.9 | i | i | i |
| O=C(/C=C/c1ccco1)NC(=S)Nc1cc(-c2nc3ccccc3s2)ccc1Cl | -3.3 | i | i | i |
| CC(C(=O)O)C(=O)O | -1.2 | i | i | i |
| COc1cc2cc(CN(CCN3CCCC3)C(=O)Nc3ccccc3Cl)c(=O)[nH]c2cc1OC | -11.1 | i | i | i |
| CCCC1C(=O)N2C(N(C)C)=Nc3ccc(C)cc3N2C1=O (stereo not drawn) | -4.1 | i | i | i |
| O=C(CSc1ncn(-c2ccccc2)n1)N1CCc2ccccc21 | -0.4 | i | i | i |
| O=C1CSC(=S)N1N=C1CCCCCC1 | 3.8 | i | i | i |
| CN1CCN(/C=N/c2c(C#N)cnn2-c2ccccc2)CC1 | -0.4 | i | i | i |
| CCN(CC)C(=O)c1c[nH]c2ccc(S(=O)(=O)Nc3cc(C)cc(C)c3)cc2c1=O | -5.8 | i | i | i |
| CC(=O)C1=C(C)NC(SCc2ccc(C#N)cc2)=C(C#N)C1c1ccco1 (stereo not drawn) | 3.4 | i | i | i |
